pAkt inh = inhibitors of Akt phosphorylation; Neuro2A IGF-stimulated pAkt S473 HTRF, 20 min; stronger effect = lower value; activity change, % for hits at 50 µM; 0.32% of 360,000 active; in the data active means activity change below about -80%; inconclusive means mostly about -51% to -80%; further: on the % scale 0 is the no-effect control and ±100 the full control effect
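Single-point screen (50 µM final compound) in Neuro2A cells stimulated 20 min with 6 nM IGF at 37 deg C. After lysis, Ser473-phosphorylated Akt read by HTRF (ex 330 nm, em 615/665 nm) as the 665/615 ratio.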
HepG2 viability = counter-screen for TGF-b inhibitors: cytotoxicity in HepG2 cells | HepG2 CAGA-GFP viability, ATP luminescence, 18 h | Potency, µM (highest dose often 46.1 µM), for the others: at the top dose activity change, negative = cytotoxicity, usual class: cytotoxic | 0.76% of 410,000 active | AID 588856; further: potency means the concentration at half of the fitted maximal effect; some results filed as inactive show a strong effect at the top dose
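HepG2 CAGA-GFP cells (1000/well, DMEM with 1% FBS) received compound, then TGF-beta at 500 pg/mL final, and were incubated 18 hours at 37 degrees C. Viability was read by CellTiter-Glo luminescence. Media-only wells were set as complete cell-killing and DMSO as no toxicity.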
A549 viability = counter-screen for Nrf2 inhibitors: cytotoxicity in A549 cells. A549 ARE-Fluc cells, CellTiter-Fluor viability, 18-24 h. Potency, µM (top dose mostly 46 µM), for inactives: at the top dose activity change, negative = cytotoxicity, actives largely listed as inhibitors. 0.16% of 390,000 active; further: potency means the concentration at half of the fitted maximal effect; on the % scale 0 is the no-effect control and ±100 the full control effect
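Cytotoxicity counterscreen: CellTiter-Fluor fluorescence was measured in A549 ARE_Fluc cells after 18-24 h of compound exposure in a concentration series. The subsequent BugLite luminescent read reports ARE-luciferase activity.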
CCT modulator = modulators of cytosolic chaperonin (CCT/TRiC) activity; purified chaperonin ATPase assay, HTRF ADP detection, 30 min; activity change, % (concentration not given with the values), hits read low; AID 651819; 0.3% of 360,000 active; in the data active means activity change below about -30%; further: on the % scale 0 is the no-effect control and ±100 the full control effect
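Enzyme 40 or 20 nM (batch-dependent) in Tris pH 7.4/KCl/MgCl2/DTT; cpd 76 uM single point; ATP 10 uM; 30 min 37 °C; Transcreener ADP HTRF detection, 30 min RT; ratio 665/615.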
Nrf2 inh = blocks Nrf2 signaling; A549 ARE-Fluc reporter, luciferase luminescence, 18-24 h; AID 504444; 2.1% of 360,000 active; Potency, µM (series often up to 46 µM), for inactives: top-dose activity change, negative = inhibition, usual class: inhibitors; further: potency means the concentration at half of the fitted maximal effect; on the % scale 0 is the no-effect control and ±100 the full control effect; nearly all actives have a fitted effect of over 60% in size
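In this cell-based qHTS, ARE-driven firefly luciferase in A549 cells reports Nrf2 activity; the luminescent signal after BugLite lysis is the measured value, with a prior CellTiter-Fluor read for cell health.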
MmCpn inh = inhibitors of Methanococcus maripaludis chaperonin (MmCpn) | purified Mm-Cpn ATPase, ADP Transcreener TR-FRET | Potency, µM (titrated, usually from 76.9 µM), without a hit: top-dose activity, negative = inhibition, hits mostly inhibitors | 0.031% of 330,000 active; further: potency means the concentration at half of the fitted maximal effect; on the % scale 0 is the no-effect control and ±100 the full control effect; nearly all actives have a fitted effect of over 80% in size
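TR-FRET (320 nm excitation; 590 and 665 nm emission) reports ADP made from 10 uM ATP by 25 nM enzyme; compounds were preincubated 10 min, reaction run 30 min, both at 37°C.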
Nrf2 activator = Nrf2 pathway activation. 0.31% of 410,000 active. AREc32 ARE-luciferase reporter (MCF7-derived line), luminescence, 24 h. Potency, µM (series often up to 46.1 µM), without a hit: top-dose activation, actives largely listed as activators; further: potency means the concentration at half of the fitted maximal effect; % of control where 0% means no effect; nearly all actives have a fitted effect of over 65% in size
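Quantitative high-throughput format: AREc32 reporter cells, 1000 per well, received compound by pin transfer and were incubated 24 hr at 37 deg C, 5% CO2, before Steady-Glo luminescence detection.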
TGFb SMAD3 inh = inhibitors of TGF-b signaling | HepG2 CAGA-GFP TGF-b/SMAD3 reporter, GFP fluorescence, 18 h; TGF-beta stimulated, 500 pg/mL final | Potency, µM (doses to about 46.1 µM), without a hit: at the top dose activity, negative = inhibition, usual class: inhibitors | 1.2% of 410,000 active | AID 588855; further: potency means the concentration at half of the fitted maximal effect; on the % scale 0 is the no-effect control and ±100 the full control effect; nearly all actives have a fitted effect of over 65% in size
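GFP signal (ex488/em500-530) from TGF-beta-stimulated HEPG2 CAGA-GFP cells, 500 pg/mL final, 18 h at 37 degrees C in DMEM plus 1% FBS, normalized to unstimulated and DMSO-stimulated controls.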
S2 tox = viability counter-screen for ATXN expression inhibitors. Potency, µM (titrated, usually from 56.7 µM), hits mostly cytotoxic. 0.49% of 400,000 active. S2 cells (HEK-293 line with an ATXN2-luciferase reporter) viability, CellTiter-Fluor protease fluorescence, 24 h; further: potency means the concentration at half of the fitted maximal effect; nearly all actives have a fitted effect of over 40% in size
The depositor's hits bear a star; i = inactive; u = inconclusive; x = not tested or not shown; [ ] = another dose, or the depositor's remark. Unless noted, the call rests on the fitted dose curve; in most records, active means well fitted curve in the direction sought with a large enough effect; inconclusive means small, poorly fitted or top-dose-only effect, or another doubt; inactive means no such curve, though single readings can be large; an effect the other way counts as inactive or inconclusive. This is a random part of the collection; about 4.4% have a hit in one of these screens.

SMILES | pAkt inh | HepG2 viability | A549 viability | CCT modulator | Nrf2 inh | MmCpn inh | Nrf2 activator | TGFb SMAD3 inh | S2 tox
O=C(O)c1sccc1S(=O)(=O)N1CCCCC1 | i | 10.9% | x | -1.1 | x | x | -2.0% | 0.3% | i
CCOC(=O)N1CCN(C(=O)c2cn(CC)c3ccc(S(=O)(=O)N4CCCC4)cc3c2=O)CC1 | i | -15.8% | 0.0% | 1.0 | -17.8% | x | -0.1% | -32.6% | i
CCCc1cc(=O)[nH]c(SC(C)C(=O)N2c3ccccc3CC2C)n1 (centres undefined) | i | -9.1% | 3.8% | 0.8 | 4.5% | 0.4% | 1.5% | -22.8% | i
Cc1ccc2oc(=O)c3cnn(CC(=O)N4CCCCCC4)c3c2c1 | i | -5.4% | -2.1% | -0.4 | 17.5% | -0.2% | -0.5% | -6.0% | i
CC12CCC(C(=O)NCc3ccc(Cl)cc3)(OC1=O)C2(C)C (centres undefined) | i | -20.7% | -16.5% | -1.6 | -19.9% | 0.2% | -0.6% | 9.2% | i
COc1cc(NC(=O)CN2C(=O)NC(C)(CC(C)C)C2=O)cc(OC)c1 (centres undefined) | i | -0.2% | 1.3% | -2.3 | -7.8% | 0.8% | 0.1% | -11.8% | i
CCCCOC(=O)c1cccc(NC(=O)CC)c1 | -112.3%* | -21.2% | -3.6% | -0.1 | 14.8% | 0.4% | 1.8% | 5.8% | i
Nc1ccc(S(=O)(=O)c2cc(O)c3ccccc3c2O)cc1 | i | -13.4% | 0.5% | -2.4 | -2.5% | x | 7.2% | -43.2% | u
COc1ccc(/C(N)=N/OC(=O)C2CCC(=O)N2S(=O)(=O)c2ccc(C)cc2)cc1OC (centres undefined) | i | -1.7% | 0.5% | -0.4 | -5.9% | -1.5% | -0.2%[9.22 µM] | -1.4% | i
Cc1cccc(OCCNC(=O)CCNS(=O)(=O)c2ccc3ccccc3c2)c1 | i | 12.3% | -3.3% | 0.3 | -8.0% | -5.8% | 2.8% | -16.9% | i
COc1cccc(-c2cc(C(F)(F)F)nc(N3CCN(c4ccccc4)CC3)n2)c1 | i | 6.0% | 17.5% | -2.8 | 3.6% | 1.1% | 0.1% | 0.0% | i
O=C(CCN1C(=O)c2ccccc2C1=O)Nc1cc(F)ccc1F | i | -16.1% | -7.6% | -1.5 | -29.9% | -0.8% | 0.5% | 2.1% | i
Cc1cccc(N(NC(=O)C(C)(C)O)C(=O)c2ccccc2)c1 | i | -1.5% | -4.4% | 1.4 | -1.3% | -0.9% | -0.5% | 5.6% | i
O=C(NNC(=O)C1CC1)c1ccc(F)cc1F | i | -11.4% | -2.8% | -3.0 | 1.4% | 2.0% | -0.3% | 10.1% | i
Cc1cc(NC(=O)COC(=O)C(C)Oc2ccc(Cl)cc2Cl)no1 (centres undefined) | i | -5.2% | 10.8% | -2.2 | 1.7% | 0.4% | 0.1% | -5.5% | i
O=C(CSc1nnc(-c2ccco2)n1CC1CCCO1)N1CCCCC1 (centres undefined) | i | 0.9% | 11.7% | 0.9 | 5.8% | 0.7% | -0.4% | -26.4% | i
Cc1c(NC(=O)c2noc3c2CCc2ccccc2-3)c(=O)n(-c2ccccc2)n1C | i | 4.8% | -3.9% | 1.2 | 14.5% | x | -0.5% | 14.6% | i
O=C(Nc1ccc(C(=O)N2CCCC2)cc1)C1CC1 | i | 3.1% | -1.1% | -1.1 | 19.7% | x | 0.3% | -0.9% | i
CCn1c(=O)c2sccc2n2c(CCCC(=O)N3CCN(c4ccccn4)CC3)nnc12 | i | 4.7% | 0.0% | -0.4 | u | -4.2% | -0.5% | 1.6% | i
COc1ccc(C(CC(=O)c2ccc(C)cc2)Nc2ccc([N+](=O)[O-])cc2)cc1 (centres undefined) | i | 2.6% | -14.3% | -2.0 | -11.7% | -1.0% | 2.9% | -1.2% | i

Next part, overlapping the part above by two compounds.
SMILES | pAkt inh | HepG2 viability | A549 viability | CCT modulator | Nrf2 inh | MmCpn inh | Nrf2 activator | TGFb SMAD3 inh | S2 tox
CCn1c(=O)c2sccc2n2c(CCCC(=O)N3CCN(c4ccccn4)CC3)nnc12 | i | 4.7% | 0.0% | -0.4 | u | -4.2% | -0.5% | 1.6% | i
COc1ccc(C(CC(=O)c2ccc(C)cc2)Nc2ccc([N+](=O)[O-])cc2)cc1 (centres undefined) | i | 2.6% | -14.3% | -2.0 | -11.7% | -1.0% | 2.9% | -1.2% | i
COc1ccc(-c2noc(-c3ccc(NCc4ccccc4OC)c([N+](=O)[O-])c3)n2)cc1 | x | 2.8% | -1.5% | x | -3.5% | x | 0.7% | 87.1%[activator] | i
CCOC(=O)c1ccc(NC(=O)c2cnc3c(-c4ccc(F)cc4)c(C)nn3c2C)cc1 | x | -0.2% | -0.9% | x | u | x | -0.7% | 39.9%[activator] | x
CCN(C[C@H]1N[C@@](CC)(C(=O)OC)[C@H]2C(=O)N(C)C(=O)[C@@H]12)S(=O)(=O)c1ccc(F)cc1 | i | 13.5% | -4.4% | 0.6 | -3.3% | 1.3% | 0.2% | -5.8% | i
Cc1ccc2cc(F)ccc2n1 | i | x | x | -0.9 | x | x | -0.8% | x | i
COc1ccc(N(CC(=O)NCc2ccco2)S(=O)(=O)c2ccccc2)cc1 | i | 12.4% | 5.0% | -1.1 | 11.2% | 7.7% | 0.1% | 25.1% | i
Cc1cc2[nH]c(=O)c(=O)[nH]c2cc1S(=O)(=O)Nc1cccc(Cl)c1 | i | -12.6% | 10.3% | -5.8 | -14.3% | u | 0.1% | 0.3% | i
COc1ccc(-n2nc(C(=O)NCC(=O)NCc3cccc(F)c3)c3ccccc3c2=O)cc1Cl | i | -15.3% | 0.2% | -11.2 | -18.1% | -14.6% | 0.0% | u | u
CN1CCN(S(=O)(=O)c2cccc(C(=O)N(Cc3nnc(-c4ccc(Cl)cc4)o3)C3CC3)c2)CC1 | i | 0.8% | -10.8% | 0.7 | u | -1.6% | 6.6% | -25.7% | u
CCCn1c(SCC(=O)Nc2cccc(C)n2)nc2c1c(=O)n(C)c(=O)n2C | i | 2.3% | -1.0% | 1.5 | u | 3.4% | -0.4% | u | i
CCOc1ccc(NC(=O)CN(C2CCCCC2)S(C)(=O)=O)cc1 | i | 0.5% | -4.8% | 0.1 | -9.0% | 1.4% | 0.3% | 24.0% | i
CC1CCCCN1C(=O)COC(=O)C1CCN(S(=O)(=O)c2c(Cl)cccc2Cl)CC1 (centres undefined) | i | -0.1% | -1.5% | 0.0 | 3.7% | 1.9% | -0.3% | -7.2% | i
CCOc1ccccc1CN1CCc2nc(Nc3ccccc3)ncc2C1 | x | -32.0% | 1.6% | x | x | x | 8.4% | -10.9% | u
COc1ccc(C=NNC(=O)CCCCC(=O)NN=Cc2ccc(OC)cc2)cc1 | i | 0.1% | 11.9% | -3.3 | 17.5% | x | 0.3% | 7.1% | i
CN1CCN(c2ccccc2NC(=O)c2ccc(N3CCOCC3)c([N+](=O)[O-])c2)CC1 | i | -30.2% | -0.5% | -2.4 | -12.5% | -10.2% | 0.7% | 4.6% | u
O=C(Oc1coc(CSc2ncccn2)cc1=O)c1cccs1 | i | -13.2% | -4.4% | 0.1 | -6.5% | 1.0% | 0.3% | -1.1% | u
CCCCNC(=O)c1cccc(C(=O)NCCCC)c1 | i | -4.4% | 4.6% | -1.9 | 7.3% | 0.0% | -1.1% | -19.2% | i
CCOC(=O)Cc1c(C)nc2c(-c3ccc(Cl)cc3)c(C)[nH]n2c1=O | i | -9.0% | -20.8% | -2.5 | u | 1.1% | -1.4% | u | i
COc1ccc(NC(=O)Nc2ccc3c(c2)C(=O)N([C@H](C)CO)C[C@H](C)[C@@H](CN(C)Cc2ccc(Cl)c(Cl)c2)OCCCC[C@@H](C)O3)cc1 | i | 0.8% | x | 1.8 | x | x | 0.6% | -1.8% | u
Cc1ccc(OC(=O)c2cccnc2)cc1 | i | -14.1% | -2.3% | -4.9 | 14.1% | 1.5% | 3.0% | 4.1% | i
Cc1cc2c3c(c1C)C1(C(=O)N3C(C)(C)CC2C)C(C#N)=C(N)OC2=C1C(=O)CC(C)(C)C2 (centres undefined) | i | -5.7% | -21.7% | -1.4 | u | 1.9% | -0.5% | -1.6% | i

Results in A549 viability, pAkt inh and Nrf2 activator (six entries from above):
structure,A549 viability,pAkt inh,Nrf2 activator
COc1ccc(N(CC(=O)NCc2ccco2)S(=O)(=O)c2ccccc2)cc1,5.0%,i,0.1%
Cc1cc2[nH]c(=O)c(=O)[nH]c2cc1S(=O)(=O)Nc1cccc(Cl)c1,10.3%,i,0.1%
COc1ccc(-n2nc(C(=O)NCC(=O)NCc3cccc(F)c3)c3ccccc3c2=O)cc1Cl,0.2%,i,0.0%
CN1CCN(S(=O)(=O)c2cccc(C(=O)N(Cc3nnc(-c4ccc(Cl)cc4)o3)C3CC3)c2)CC1,-10.8%,i,6.6%
CCCn1c(SCC(=O)Nc2cccc(C)n2)nc2c1c(=O)n(C)c(=O)n2C,-1.0%,i,-0.4%
CCOc1ccc(NC(=O)CN(C2CCCCC2)S(C)(=O)=O)cc1,-4.8%,i,0.3%

(continued)
SMILES | pAkt inh | HepG2 viability | A549 viability | CCT modulator | Nrf2 inh | MmCpn inh | Nrf2 activator | TGFb SMAD3 inh | S2 tox
CC(C)Oc1cccc(C(=O)NC(=S)Nc2cccc(NC(=O)c3ccccc3Cl)c2)c1 | i | -31.2% | 11.0% | -0.5 | 10.1% | 1.3% | 3.1% | u | i
CCOc1ccc(S(=O)(=O)N(CC)CC(=O)NCc2cccnc2)cc1 | i | -69.1% | 4.0% | -2.4 | -3.3% | -0.4% | 0.3% | 1.3% | i
COc1ccc([C@H]2C(C(=O)O)=C[C@@H](C(C)(C)C)N2S(=O)(=O)c2ccc(C)cc2)cc1OC | i | -9.8% | 5.3% | 0.7 | -3.0% | -3.2% | -0.2% | -5.1% | i
CCOC(=O)CSc1nnc(NC(=O)C2CC(=O)N(c3ccc(F)cc3)C2)s1 (centres undefined) | i | -27.8% | 0.0% | -1.0 | 3.8% | -3.1% | -0.6% | u | i
